Screening results: PubChem BioAssay, several laboratories
ER stress rescue: protection against thapsigargin-triggered cell killing – 384-well, CSM14.1, ATP luminescence, primary screen (AID 1222). cellular ATP content (survival), % at 20 µM; hits with a dose series show EC50 in µM. CSM14.1 thapsigargin-induced death rescue, ATP luminescence; higher % means a stronger effect. 190,000 tested, under 10 active;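 active means EC50 below 50 µM in the dose-response confirmation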;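 further: death triggered by thapsigargin at about 15 µM added after 2 h compound pretreatment; cell ATP read after overnight thapsigargin exposure of roughly 18 to 22 hours; normalized against plate controls of thapsigargin alone and 5% DMSO vehicle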
RSV antiviral HEp-2: inhibition of RSV-induced cytopathic effect – HEp-2 cells, primary 10 µM value included (AID 2391); 0.13% of 310,000 active; HEp-2 cells, RSV-induced CPE inhibition; higher % means a stronger effect; CPE inhibition, % at 10 µM; hits with a dose series show IC50 in µM; in the data active means a potency from the dose series; further: strong numbers were not always called active
Insulin prom up: MIN6 insulin promoter up-regulation; MIN6 insulin promoter-GFP reporter, high-content imaging; active compounds read high; z-score at 5 µM; 0.3% of 190,000 active; AID 1625;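 active means z-score above 3 at 5 µM with at least 500 cells counted in the well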
PMI inhibitors: MPI enzyme activity inhibition – biochemical, fluorescence intensity, coupled assay, primary screen (AID 1209); purified PMI enzyme, coupled fluorescence intensity; higher % means a stronger effect; inhibition, % at 20 µM; hits with a dose series show IC50 in µM; 0.42% of 190,000 active;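 further: plate controls were DMSO vehicle for no effect and wells lacking substrate for full effect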
West Nile antiviral: West Nile virus antiviral activity, cell-based, CPE readout (AID 1621); 0.02% of 290,000 active; CPE inhibition, % at 10 µM, or IC50 in µM where a hit was titrated; West Nile virus-infected cells, CPE inhibition; higher % means a stronger effect; in the data active means a potency from the dose series; further: strong numbers were not always called active
Salmonella PhoP GFP: PhoP-dependent GFP reporter repression – Salmonella Typhimurium, primary screen (AID 1863). S. Typhimurium PhoP-regulated promoter GFP reporter, 4 h; higher % means a stronger effect. inhibition, % at 50 µM, or IC50 in µM where a hit was titrated. 0.16% of 300,000 active;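 active means inhibition over 29.93%, a cutoff 3 SD above the screen mean, later confirmed by dose response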;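 further: 0% = low Mg2+ inducing control and 100% = high Mg2+ repressing control; strong numbers were not always called active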
human PMI inhibitors: MPI inhibition at elevated mannose 6-phosphate – biochemical, fluorescence intensity, high mannose 6-phosphate, primary screen (AID 1220); 0.66% of 190,000 active; inhibition, % at 20 µM, or IC50 in µM where a hit was titrated; recombinant PMI enzyme, coupled fluorescence intensity; higher % means a stronger effect
SV40 large T antigen: TAg ATPase/helicase activity blockers – biochemical (AID 1903) | inhibition, % at 20 µM; hits with a dose series show IC50 in µM | 0.39% of 310,000 active | SV40 large T antigen ATPase/helicase inhibition assay; higher % means a stronger effect; in the data active means a potency from the dose series; further: strong numbers were not always called active
TNAP activators: stimulation of alkaline phosphatase TNAP activity – biochemical, luminescent, no phosphate acceptor, uHTS, primary screen (AID 1001); purified TNAP, luminescent activation assay, no phosphate acceptor; higher activation fold means a stronger effect; activation fold at 20 µM, or EC50 in µM where a hit was titrated; 0.03% of 200,000 active; in the data active means activation fold from about 3, or a potency from the dose series; inactive means the rest, 99 in 100 with activation fold below about 1.6; further: many of its hits are not listed in these tables
Insulin prom up cell count: also measured in Insulin prom up; calls as there; cell count; measured here: cytotoxicity, nuclei count;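 total cells summed across four imaged fields per well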
The depositor's hits bear a star; . = no result given. Unless noted, no stated cut-off is given here; in the data, active means inhibition above about 50%; inactive means the rest.

SMILES	ER stress rescue	RSV antiviral HEp-2	Insulin prom up	Insulin prom up cell count	PMI inhibitors	West Nile antiviral	Salmonella PhoP GFP	human PMI inhibitors	SV40 large T antigen	TNAP activators
Cc1nc2cc(C(=O)O)ccc2n1-c1ccc(F)cc1F	.	0.9%	-0.44	1347	5.0%	-0.1%	-12.9%	0.5%	8.5%	1.2
O=C(NNC(=O)c1sccc1-n1cccc1)c1cccc(Cl)c1	-2.3%	0.1%	1.02	1834	2.8%	0.9%	-6.4%	4.9%	2.6%	1.2
CCn1c(C)c(CCC(=O)O)c(=O)n2nc(-c3ccccc3OC)cc12	-2.4%	0.7%	0.7	1283	12.7%	1.5%	14.2%	10.8%	-1.4%	1.1
O=C(c1ccccc1)N1CCN(S(=O)(=O)c2cccs2)CC1	.	0.5%	.	.	.	0.2%	2.6%	.	6.0%	.
COc1ccc2c(c1)c1ccccc1n2C	-1.3%	2.7%	-0.05	1352	13.0%	0.3%	5.3%	8.7%	-4.7%	1.1
Nc1nnc(SCc2cccnc2)s1	.	4.7%	.	.	-1.2%	0.4%	-1.3%	-2.8%	0.4%	1.1
CCOc1cc(/C=C(\C#N)C(=O)Nc2ccccc2C(=O)O)ccc1OC(=O)c1ccc(C)cc1	.	0.8%	.	.	.	-0.3%	-10.4%	.	9.9%	.
COc1ccc(C2=NN(Cc3c(F)cccc3Cl)C(=O)CC2)cc1	1.4%	4.6%	-1.62	1349	-4.7%	-1.0%	-9.8%	1.0%	13.9%	1
O=[N+]([O-])c1cccc(/C=C/c2ccccn2)c1	.	0.5%	0.59	1417	.	-0.3%	4.1%	.	-2.1%	.
COCCNC(=O)c1nc2c(nnn2Cc2cc(C)ccc2C)c(=O)[nH]1	-2.2%	1.4%	.	.	-20.5%	-0.6%	-0.3%	-17.9%	24.4%	1.1
O=C(NN1CC(=O)N(c2cc(Cl)cc(Cl)c2)CC1=O)c1cccs1	.	.	0.01	1071	.	-0.1%	-2.1%	.	3.3%	.
O=C(NNC(=O)C1CCC(C(=O)NNC(=O)c2cccs2)CC1)c1cccs1 (stereo not given)	-1.0%	-0.5%	-0.27	1482	2.1%	0.1%	1.2%	0.7%	6.6%	1.1
O=C(Nc1cccc([N+](=O)[O-])c1)c1ccc2c(c1)C(=O)N(c1ccccn1)C2=O	.	0.4%	.	.	.	0.0%	-3.9%	.	11.5%	.
COC1OC(CO)C(O)C(O)C1O (stereo not given)	0.4%	1.3%	-0.43	1272	-0.4%	-0.4%	-0.6%	-6.9%	-0.6%	1.1
COc1cccc(-c2[nH]nc3c2C(c2ccsc2)C(C#N)=C(N)O3)c1 (stereo not given)	0.5%	-0.1%	.	.	31.7%	-0.7%	-15.9%	49.3%	-1.2%	1.1
Cc1cccnc1CCNC(=O)C1CCC(=O)N(Cc2cccc(F)c2)C1 (stereo not given)	.	1.8%	.	.	.	-0.1%	-0.3%	.	25.7%	.
COc1ccc2ccc3c(c2c1)N=C[C@]1(O3)N(C)c2ccccc2C1(C)C	0.9%	20.7%	-0.64	1732	14.0%	2.4%	-1.4%	45.7%	0.3%	1.1
CC(C)(C)C(=O)c1cnc(Nc2ccccc2Cl)s1	-0.4%	14.4%	-0.06	1178	0.2%	1.3%	-6.2%	6.5%	-3.4%	1
O=C(CCCNC(=O)c1ccc(Cl)cc1)Nc1ccccc1C(F)(F)F	.	5.0%	.	.	.	-0.1%	1.5%	.	3.4%	.
O=C1OC(/C(=C\Nc2ccccc2)[N+](=O)[O-])c2ccccc21 (stereo not given)	.	1.8%	-0.08	1186	.	0.3%	-4.5%	.	9.7%	.
CCNC(=O)NC(=O)COC(=O)CCCSc1nc2ccccc2[nH]1	0.0%	0.9%	0.09	1257	-20.8%	.	10.0%	-14.0%	5.4%	1
CCOC(CCn1c(SCc2cccc([N+](=O)[O-])c2)nc2ccccc2c1=O)OCC	18.5%	6.8%	-0.07	1162	19.2%	-1.7%	-5.5%	5.7%	6.0%	1.1
CCN(CC)CCNC(=O)CS(=O)Cc1nc(-c2ccc(Cl)cc2)oc1C (stereo not given)	-0.1%	-0.8%	.	.	-12.6%	-0.9%	2.4%	-7.8%	1.0%	1
Cc1cc2cc(CN(C(=O)C3CC3)C3CCCC3)c3nnnn3c2cc1C	2.7%	3.1%	-0.14	1031	7.6%	-0.7%	0.0%	12.0%	8.0%	1.1
COc1ccc(N2CCN(C(c3cc4cc(C)ccc4[nH]c3=O)c3nnnn3Cc3ccccc3)CC2)cc1 (stereo not given)	1.0%	10.8%	-0.1	783	28.7%	-0.7%	3.4%	17.6%	22.2%	1
(continued)
SMILES	ER stress rescue	RSV antiviral HEp-2	Insulin prom up	Insulin prom up cell count	PMI inhibitors	West Nile antiviral	Salmonella PhoP GFP	human PMI inhibitors	SV40 large T antigen	TNAP activators
O=C(O)c1ccc(OC(F)(F)C(F)C(F)(F)F)cc1 (stereo not given)	-0.1%	3.2%	-0.15	1528	-12.2%	0.5%	-15.7%	-3.6%	0.6%	1.1
c1ccc(-c2cc3c(N4CCN(c5ncccn5)CC4)ncnc3s2)cc1	-5.4%	3.1%	1.26	1258	11.6%	0.0%	-8.7%	1.4%	6.8%	1.1
COC(=O)C1CN(C(=O)C(C)Oc2ccc(F)cc2)c2ccccc2O1 (stereo not given)	.	0.4%	.	.	.	0.6%	-5.4%	.	4.6%	.
N#Cc1c2c(c(N3CCN(c4ccccn4)CC3)n3c1nc1ccccc13)CCC2	0.1%	.	-0.66	986	-6.0%	.	.	2.4%	.	1.2
Cc1ccc(S(=O)(=O)/N=C(\N)Nc2nc(C)c3ccccc3n2)cc1	1.6%	7.3%	1.25	1448	13.3%	-0.8%	4.5%	11.0%	9.6%	1
CCCCc1nnc(NC(=O)CSc2nc(=O)cc(N)n2-c2cccc(C)c2)s1	-0.9%	3.2%	.	.	-12.1%	-0.2%	-4.1%	-11.4%	0.0%	0.8
Cc1ccc(Oc2ncccc2C(=O)NCC(=O)O)cc1	.	-0.7%	-0.51	1493	.	-0.3%	-5.5%	.	4.8%	.
CC(C)CN(C(=O)COC(=O)c1ccc(-c2ccccc2)cc1)C1CCS(=O)(=O)C1 (stereo not given)	1.4%	4.2%	-0.06	1152	3.1%	0.1%	-0.9%	-0.9%	5.2%	1.1
O=S(=O)(N/N=C/c1ccc2c(c1)OCCO2)c1ccc(Cl)cc1	-1.2%	1.0%	0.05	1557	-1.0%	0.1%	4.6%	-0.9%	10.8%	1
CCCS(=O)(=O)N1CCN(C(=O)COc2ccc(-c3ccccc3)cc2)CC1	2.0%	10.8%	0.15	1068	-14.6%	-1.8%	-13.4%	-12.1%	5.1%	1
CCCC(=O)C1=C(O)C(C(=O)OC)C(C)(C)CC1=Nc1cccc2ccccc12 (stereo not given)	-1.5%	-0.1%	.	.	-3.7%	-0.7%	-7.3%	5.6%	2.6%	1
CCn1c(=O)c(-[n+]2ccccc2)c(O)c2ccccc21	-1.1%	1.2%	0.1	1905	49.2%	-0.3%	4.3%	43.6%	1.1%	1.1
O=C(NCCCN1CCOCC1)c1ccc2c(c1)N(Cc1c(F)cccc1Cl)C(=O)c1ccccc1S2	.	3.6%	.	.	.	-0.4%	4.7%	.	6.1%	.
CCOC(=O)c1[nH]c2ccc(Br)cc2c1NC(=O)CCN1CCCC(C)C1 (stereo not given)	-1.1%	2.8%	0.09	1188	-11.2%	-1.2%	-3.6%	-11.0%	6.1%	1
Cc1ccccc1NC(=O)c1ccc(Cl)c(NC(=O)c2ccncc2)c1	-0.2%	1.2%	-0.19	1246	-7.9%	-0.8%	-3.1%	-2.0%	23.6%	1.1
COc1ccccc1NC(=S)NCc1ccc(S(N)(=O)=O)cc1	0.4%	2.2%	-0.17	1599	-0.4%	0.5%	-11.3%	-11.7%	11.3%	1
Cn1cccc1Cc1nnc(SCC(=O)N2CCCCCC2)n1-c1ccc(F)cc1	0.7%	1.0%	-0.12	966	0.7%	0.0%	0.9%	-4.0%	2.2%	1
O=C(NNc1nc2c(F)cc(F)cc2s1)C1=COCCO1	-0.8%	2.5%	-0.36	1557	-11.5%	0.4%	2.5%	-2.9%	12.2%	2.5
Cc1cccn2c(=O)c3cc(C(N)=S)c(=N)n(CCCOC(C)C)c3nc12	-0.3%	2.8%	-0.86	835	-2.0%	1.4%	-2.2%	14.1%	15.2%	1
CC(C)[C@@H](C(=O)N1CCN(C(=O)OC(C)(C)C)CC1)n1cc(CCO)nn1	1.6%	1.7%	0.5	1334	-1.8%	0.1%	3.9%	-4.4%	8.9%	1.1
Cc1cc(C(=O)N/N=C/c2c(C)nn(-c3ccccc3)c2Cl)n[nH]1	.	2.8%	-0.44	1086	.	0.8%	-7.0%	.	19.4%	.
CCn1cc(C(=O)N2CCN(Cc3ccc4c(c3)OCO4)CC2)c2cc(OC)c(OC)cc2c1=O	1.4%	0.3%	.	.	8.9%	-0.6%	-1.2%	14.4%	-0.3%	1.1
Cc1cc(C)c(C(=O)COC(=O)c2cc([N+](=O)[O-])ccc2NCCO)cc1C	-1.2%	4.3%	-1	1312	9.3%	-1.2%	5.6%	3.9%	4.1%	1.4
CCN1CCN(C(=O)c2ccc(Cn3c(=O)[nH]c4cc(OC)c(OC)cc4c3=O)cc2)CC1	-1.1%	-0.3%	-0.58	933	1.0%	-0.3%	-2.5%	1.9%	20.0%	1.1
Cc1ccc(C2CC(c3ccccc3Cl)n3nc(N)nc3N2)cc1 (stereo not given)	6.7%	-0.5%	0.49	852	15.9%	0.0%	3.6%	18.4%	2.2%	1.1
Remaining list, next part
SMILES	ER stress rescue	RSV antiviral HEp-2	Insulin prom up	Insulin prom up cell count	PMI inhibitors	West Nile antiviral	Salmonella PhoP GFP	human PMI inhibitors	SV40 large T antigen	TNAP activators
O=C(c1ccco1)N(Cc1ccco1)Cc1cc2ccccc2[nH]c1=O	.	3.5%	.	.	.	-1.0%	-1.6%	.	8.2%	.
Cc1oc(-c2ccc(Cl)cc2)nc1CN1CCC(C(=O)N2CCc3ccccc3C2)CC1	2.4%	-3.7%	0.97	915	1.2%	.	6.5%	-3.5%	10.1%	1.2
CCOc1ccc(CCNC(=O)c2cccs2)cc1OCC	.	0.2%	.	.	.	-0.9%	-1.1%	.	11.8%	.
O=C(Cc1ccc([N+](=O)[O-])cc1)OCc1ccc([N+](=O)[O-])cc1	.	1.1%	.	.	.	0.1%	-4.2%	.	4.0%	.
O=C(COC(=O)c1ccc(Cl)cc1O)NCCN1C(=O)CSC1=O	.	0.0%	1.45	905	.	0.8%	.	.	13.4%	.
CN1CCN(C(=O)CN(C)S(=O)(=O)c2cc(Cl)ccc2Cl)CC1	.	-0.2%	.	.	.	-0.4%	2.2%	.	1.6%	.
Cc1cc(C)cc(NC(=O)Cn2c(=O)oc3cc(S(=O)(=O)N4CC(C)CC(C)C4)ccc32)c1 (stereo not given)	-1.1%	9.6%	0.8	870	12.6%	0.1%	10.9%	10.3%	4.3%	1.1
COc1ccc(OC)c(S(=O)(=O)N2CCCC(C(=O)N3CCOCC3)C2)c1 (stereo not given)	.	2.5%	.	.	.	0.3%	-3.4%	.	7.9%	.

Part of the list above, as comma-separated lines:
SMILES,ER stress rescue,RSV antiviral HEp-2,Insulin prom up,Insulin prom up cell count,PMI inhibitors,West Nile antiviral,Salmonella PhoP GFP,human PMI inhibitors,SV40 large T antigen,TNAP activators
CN1CCN(C(=O)CN(C)S(=O)(=O)c2cc(Cl)ccc2Cl)CC1,.,-0.2%,.,.,.,-0.4%,2.2%,.,1.6%,.
O=C(c1ccco1)N(Cc1ccco1)Cc1cc2ccccc2[nH]c1=O,.,3.5%,.,.,.,-1.0%,-1.6%,.,8.2%,.
